Assay outcomes as filed in PubChem BioAssay.
CBFb-RUNX1 inh: CBF-beta/RUNX1 interaction disruption; Potency, µM (doses to about 59.8 µM), for the others: top-dose activity, negative = inhibition, usual class: inhibitors; AlphaScreen CBFb-His/RUNX1-biotin binding, biochemical; 230,000 tested, under 10 active; Q01196+Q13951; AID 1477; further: % of control where 0% means no effect
Target sequence (Q01196 whole entry, looked up): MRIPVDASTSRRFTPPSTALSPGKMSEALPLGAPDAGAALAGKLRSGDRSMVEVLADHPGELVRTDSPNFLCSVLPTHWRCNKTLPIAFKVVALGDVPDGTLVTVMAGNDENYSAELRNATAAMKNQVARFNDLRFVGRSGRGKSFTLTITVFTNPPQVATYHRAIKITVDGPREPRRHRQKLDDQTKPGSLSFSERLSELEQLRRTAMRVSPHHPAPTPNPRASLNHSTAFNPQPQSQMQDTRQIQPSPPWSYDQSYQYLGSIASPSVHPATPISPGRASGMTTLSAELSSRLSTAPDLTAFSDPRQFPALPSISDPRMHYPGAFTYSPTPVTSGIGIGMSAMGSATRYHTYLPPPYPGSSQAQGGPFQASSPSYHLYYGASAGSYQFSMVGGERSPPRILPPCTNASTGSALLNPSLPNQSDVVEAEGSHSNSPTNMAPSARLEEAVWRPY
Target sequence (Q13951 whole entry, looked up): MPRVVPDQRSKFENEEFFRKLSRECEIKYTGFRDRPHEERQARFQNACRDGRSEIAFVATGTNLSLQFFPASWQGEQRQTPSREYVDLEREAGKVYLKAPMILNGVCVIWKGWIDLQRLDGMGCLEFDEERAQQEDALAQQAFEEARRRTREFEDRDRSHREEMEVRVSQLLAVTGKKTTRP
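CBFb-His/RUNX1-biotin, 30 nM each, preincubated 20 min RT; compound 15 min RT; Ni + streptavidin beads 50 ng each, 90 min RT; AlphaScreen read.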
NPSR antagonist: neuropeptide S receptor (human) antagonism, cAMP; CHO-NPSR cells, cAMP TR-FRET, antagonist mode; Q6W5P4; hit rate 1% among 220,000; Potency, µM (series often up to 38.3 µM), inactives show at the highest dose activity change, negative = inhibition, hits mostly inhibitors; further: potency means the concentration at half of the fitted maximal effect; on the % scale 0 is the no-effect control and ±100 the full control effect; nearly all actives have a fitted effect of over 50% in size; many of its hits are not listed in these tables
Target sequence (Q6W5P4 whole entry, looked up): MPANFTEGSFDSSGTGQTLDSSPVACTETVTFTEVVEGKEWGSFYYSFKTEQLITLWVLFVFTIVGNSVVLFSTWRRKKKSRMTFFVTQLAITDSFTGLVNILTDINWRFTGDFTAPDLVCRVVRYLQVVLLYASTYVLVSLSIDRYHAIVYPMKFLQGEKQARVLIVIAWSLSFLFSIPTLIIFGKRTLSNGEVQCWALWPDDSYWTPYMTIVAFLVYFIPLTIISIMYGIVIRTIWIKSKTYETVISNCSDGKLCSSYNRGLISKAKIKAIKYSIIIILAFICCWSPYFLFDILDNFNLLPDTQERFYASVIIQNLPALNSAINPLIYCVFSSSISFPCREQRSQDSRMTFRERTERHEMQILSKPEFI
HTT aggregate: reduces HttQ103-GFP aggregates in PC12 cells; PC12 HttQ103-GFP aggregates, Acumen cytometry, 40 h; Potency, µM (series often up to 46.1 µM), without a hit: at the top dose activity change, negative = inhibition, actives largely listed as inhibitors; hit rate 1.1% among 220,000; further: potency means the concentration at half of the fitted maximal effect; on the % scale 0 is the no-effect control and ±100 the full control effect; nearly all actives have a fitted effect of over 60% in size
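Steps: seed 1500 PC12 HTTQ103-GFP cells/well; add tebufenozide, 100 nM final; add compound titration; add ATPLite reagent; quantify GFP aggregates by laser scanning cytometry.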
IMPase Li cell: membrane-permeable IMPase blocker, potentiated with lithium; Potency, µM (titrated, usually from 59.4 µM), inactives show at the highest dose activity, negative = IMPase inhibition, actives largely listed as inhibitors; CHO-M1 cells, IP1 TR-FRET (IP-One), carbachol + lithium; AID 1457; hit rate 0.35% among 210,000;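 further: IP1 builds up when IMPase is blocked and the TR-FRET signal falls; potency means the concentration at half of the fitted maximal effect; plate controls were basal vehicle for no effect and high inhibitor control for full effect; nearly all actives have a fitted effect of over 50% in size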
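Readout is a homogeneous TR-FRET IP1 immunoassay (Ex 320, Em 665 and 620), where raised cytosolic IP1 lowers signal. Cells were CHO-M1 treated 30 min at 37C with test compounds plus a little lithium; AC50 values came from Hill-equation fitting.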
Luc counter: blocks Kinase-Glo luciferase, a counter-screen artifact; Q27757; Kinase-Glo luciferase, ATP luminescence, 8 min; Potency, µM (top dose mostly 38.3 µM), without a hit: at the highest dose activity change, negative = inhibition, most hits filed as inhibitors; hit rate 0.28% among 200,000; AID 1379; further: potency means the concentration at half of the fitted maximal effect; on the % scale 0 is the no-effect control and ±100 the full control effect; nearly all actives have a fitted effect of over 60% in size
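Inhibition of Kinase-Glo luciferase light generation was assessed at 10 uM ATP in pH 7.2 imidazole buffer, with luminescence measured after eight minutes at ambient temperature.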
Epigenetic reg: derepresses silenced GFP reporter in murine cells. murine LDR cells, GFP reporter derepression, 30 h. Potency, µM (titrated, usually from 53.9 µM), inactives show top-dose GFP activation, most hits filed as activators. hit rate 0.2% among 280,000; further: potency means the concentration at half of the fitted maximal effect; % of control where 0% means no effect; nearly all actives have a fitted effect of over 60% in size
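Derepression of a silenced CMV-GFP reporter in murine LDR cells is scored by enumerating GFP-positive cells with a laser-scanning microplate cytometer after 30 hours of treatment at 37 C.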
Lamin A splicing: LMNA splicing modulation; HeLa LMNA splicing GFP/RFP minigene ratio, 48 h; Potency, µM (highest dose often 46.1 µM), for the others: at the highest dose ratio change, negative = inhibition, actives largely listed as inhibitors; hit rate 0.01% among 200,000; AID 1487; active means well fitted inhibition curve with a large enough effect in the signal ratio, with a control signal flat, not every such curve was filed as active; inconclusive means small, poorly fitted or top-dose-only effect, or effect the other way, or a change in a side signal; the % refers to the signal ratio; further: potency means the concentration at half of the fitted maximal effect; on the % scale 0 is the no-effect control and ±100 the full control effect
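S3 HeLa cells stably expressing lamin A-EGFP splicing minigene plus DsRed2, 600 cells/well, 48 h compound exposure at 37C. Laser-scanning cytometry; analysed as GFP (500-530 nm)/RFP (575-640 nm) total intensity ratio; 0.5% DMSO vehicle.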
Numbers without * were called inactive; ? = inconclusive; / = not tested or not shown; & = joins results of further samples; [ ] = dose if it differs, or a comment. Unless noted, the call rests on the fitted dose curve; in most records, active means well fitted curve in the direction sought with a large enough effect; inconclusive means small, poorly fitted or top-dose-only effect, or another doubt; inactive means no such curve, though single readings can be large; an effect the other way counts as inactive or inconclusive. Some of the compounds tested; rates above refer to the full screens.

SMILES	CBFb-RUNX1 inh	NPSR antagonist	HTT aggregate	IMPase Li cell	Luc counter	Epigenetic reg	Lamin A splicing
c1ccc(CSc2ncnc3c2cnn3Cc2ccccc2)cc1	17%	-20%[46.1 µM]	-21%	26%[38.3 µM]	-3%	1.0%	?
Cc1ccc(S(=O)(=O)N2CC=C(c3ccc(F)cc3)CC2)cc1	1%	-5%	-14%	3%	-1%	0.0%	?
Cc1ccc(C(=O)NC(=S)Nc2ccc(S(=O)(=O)N(C)c3ccccc3)cc2)cc1	1%	?	-5%	27%[38.3 µM]	-5%	-1.0%	6%
CCCN(CCC)c1nc(N)c(C#N)c(CC#N)c1C#N	2%	-4%[46.1 µM]	-12%	-15%[38.3 µM]	-3%	-4.2%	5%
CCOc1ncccc1C(=O)N(C)CC(=O)Nc1ccc(F)cc1	-1%	0%[46.1 µM]	-8%	10%	2%	2.5%	-10%
CN(C)C(=O)CCCc1nc(-c2ccc(Cl)cc2)no1	-2%	-3%[46.1 µM]	-26%	35%[activator][38.3 µM]	-5%	-1.1%	?
CCCc1cc(=O)[nH]c(SCC(=O)c2cc(C)n(CC(F)(F)F)c2C)n1	1%	-8%	-14%	6%	-1%	-0.3%	/
Clc1nccnc1-c1ccccc1	9%	8%	12%	-7%	1%	-0.9%	-5%
CC(=O)Nc1ccc(NC(=O)C(C)Oc2ccc(Cl)cc2Cl)cc1 (configuration not stated)	16%	-1%	15%	-1%	-1%	1.1%	-9%[46 µM]
CC(=O)c1cc(C#N)c(SCC(=O)C(C)(C)C)nc1C	7%	7%[7.67 µM]	-12%	6%[38.3 µM]	-2%	2.1%	5%
CC(=O)c1cc(CN2CCN(CC=C(C)C)C(CCO)C2)cs1 (configuration not stated)	-6%	-9%	7%[9.22 µM]	12%	1%	2.3%	17%[46 µM]
CN(C(=O)OCc1ccccc1)C(CC(N)=O)C(=O)O (configuration not stated)	2%	-27%[46.1 µM]	40%[9.22 µM]	-8%[38.3 µM]	-2%	-1.2%	-2%

In a second layout: entries from further up.
Values in the order – CBFb-RUNX1 inh | NPSR antagonist | HTT aggregate | IMPase Li cell | Luc counter | Epigenetic reg | Lamin A splicing
CCOc1ncccc1C(=O)N(C)CC(=O)Nc1ccc(F)cc1
 : -1% | 0%[46.1 µM] | -8% | 10% | 2% | 2.5% | -10%
CN(C)C(=O)CCCc1nc(-c2ccc(Cl)cc2)no1
 : -2% | -3%[46.1 µM] | -26% | 35%[activator][38.3 µM] | -5% | -1.1% | ?
CCCc1cc(=O)[nH]c(SCC(=O)c2cc(C)n(CC(F)(F)F)c2C)n1
 : 1% | -8% | -14% | 6% | -1% | -0.3% | /

Other compounds follow:
SMILES	CBFb-RUNX1 inh	NPSR antagonist	HTT aggregate	IMPase Li cell	Luc counter	Epigenetic reg	Lamin A splicing
COc1ccc(C(=O)C2CCCN(C(=O)CCC3=NNC(=O)CC3)C2)c(C)c1 (configuration not stated)	10%	-6%	7%[9.22 µM]	3%	0%	-1.1%	?
CCN1CCc2c(C#N)c(N3CCOCC3)nc(N3CCOCC3)c2C1	1%	-14%[46.1 µM]	-8%	25%[38.3 µM]	-1%	0.8%	7%
Cc1cc(NC(=O)C23CC4CC(CC(C4)C2)C3)n[nH]1	5%	7%	-2%	3%	0%	-2.6%	-6%[46 µM]
CCCN(CCC)C(=O)c1cc([N+](=O)[O-])cc2c1-c1ccc([N+](=O)[O-])cc1C2=C(C#N)C#N	-11%	20%[7.67 µM]	-8%[9.22 µM]	/	/	-1.4%	/
Cc1ccc2c(CC(=O)OC3CCOC3=O)coc2c1 (configuration not stated)	2%	7%[46.1 µM]	12%	-1%[38.3 µM]	5%	-1.0%	2%
Cc1cccc(OCC(=O)Nc2ncn[nH]2)c1C	1%	16%	-22%[9.22 µM]	/	/	0.0%	/
OCC1(Cc2ccccc2C(F)(F)F)CCN(Cc2ccc3c(c2)CCO3)CC1	7%	22%	2%[9.22 µM]	20%	0%	-1.0%	-4%[46 µM]
CCOC(=O)c1c(C)c(C(=O)NCc2ccco2)c(C)n1Cc1ccccc1	-3%	-17%[46.1 µM]	-9%	2%[38.3 µM]	-2%	0.8%	4%
CCO[C@@H]1OC(C(=O)NCc2ccccc2)=C[C@H](C)[C@H]1CCCO	7%	0%	-3%[9.22 µM]	0%	/	-0.1%	/
CCCCCC1=NN2C(=O)CC(=O)N=C2S1	6%	0%	12%[9.22 µM]	/	/	2.5%	/
CSc1nsc(/C=C/Nc2ccc(O)cc2C)c1C#N	?	-25%	11%	-4%	-2%	?	23%[46 µM]
O=C(COc1ccc(Cl)cc1Cl)Nc1ccc(S(=O)(=O)NC2=NCCCCC2)cc1	-6%	-8%[46.1 µM]	16%	/	/	0.9%	?
C/C(=C\c1ccccc1)CN1CCN(Cc2ccc(C)o2)C(CCO)C1 (configuration not stated)	-5%	5%	11%[9.22 µM]	12%	-2%	0.0%	4%[46 µM]
COc1ccc2nc3ccccc3nc2c1NC(=O)c1ccccc1Cl	6%	39%	14%[9.22 µM]	22%	/	-0.1%	/
N#CC1=C(N)SC(N)=C(C#N)C1c1cccc(O)c1	-5%	-3%[46.1 µM]	7%	?	-4%	0.0%	8%
COC(=O)CCCC(=O)N1CCCC(CCC(=O)NCc2ccc(F)c(F)c2)C1 (configuration not stated)	8%	5%	-18%[9.22 µM]	10%	0%	1.1%	/
COc1ccc(C2=C(CC(=O)O)C(=O)CC2)cc1	-2%	25%	8%	6%	-1%	0.0%	-14%
N#Cc1nc(COc2ccc(F)cc2)oc1NCCCn1ccnc1	-7%	-9%[46.1 µM]	-16%	33%[38.3 µM]	-2%	-1.0%	1%
Cc1[nH]n(-c2cccc3ccccc23)c(=O)c1/C=N/NC(=O)c1cccc([N+](=O)[O-])c1	/	-15%	10µM*	8%	1%	1.1%	8%
CCCOC(=O)C(=O)NNc1ccccc1	-5%	32%	8%	-3%	-2%	-0.1%	/
COc1cccc(-c2cc(C(=O)O)no2)c1	-3%	-8%[46.1 µM]	12%	14%[38.3 µM]	16%	0.8%	25%
O=C(Cn1[nH]c(=O)c2ccccc2c1=O)OCC(=O)N1CCCc2ccccc21	1%	-5%[46.1 µM]	11%	0%[38.3 µM]	2%	-2.6%	6%
CCOc1ccc(OCC)c(NC(=O)CSc2nnc(Cn3cnc4ccccc43)n2C)c1	0%	-4%[46.1 µM]	-15%	12%	1%	-1.0%	?
CCCCn1c(Cc2ccccc2)n[nH]c1=S	-10%	3%[46.1 µM]	-6%	34%	9%	-7.3%	-12%
COC(=O)CCC(=O)OC1(C)C(=O)C2=COC(c3ccc(OC)cc3)=CC2=C(Br)C1=O (configuration not stated)	-2%&-24%	8%	0%[9.22 µM]	-7%	-1%	-0.1%&-2.3%	/
CC(C)N=C(N)/N=C(\N)Nc1ccc(Cl)cc1	-13%[21.7 µM]	/	10%[20.6 µM]	-2%	-2%[17.1 µM]	-0.3%[16.9 µM]	?
CC(C)OC(=O)c1cn(-c2ccccc2)nc1-c1ccco1	-1%	?	?	23%[38.3 µM]	-2%	0.0%	16%
COCCNC(=O)c1ccccc1NC(=O)c1ccc(Cl)c(S(=O)(=O)Nc2ccc(C)cc2C)c1	10%	?	?	4%	4%	-0.1%	0%
O=C(/C=C/c1ccccc1[N+](=O)[O-])c1ccccc1Br	-13%	-48%	7%	11%	-1%	2.1%	?
O=C(O)CCC(=O)N1CCN(c2ncccc2C(F)(F)F)CC1	9%	-13%	-9%[9.22 µM]	/	/	0.0%	/
Cc1cc(C)n(Cc2ccc(NC(=O)c3c([N+](=O)[O-])c(C)nn3C)cc2)n1	13%	10%[46.1 µM]	-10%	26%[38.3 µM]	-2%	-5.0%	-3%
CCOc1ccc(NC2c3ccccc3C(=O)N2c2ccc(Cl)cn2)cc1 (configuration not stated)	-13%	-1%[46.1 µM]	-44%	14%	0%	-1.0%	5%
CCOC(=O)c1ccc(NC(=O)CC2Sc3ncnn3C2=O)cc1 (configuration not stated)	4%	1%[46.1 µM]	9%	12%	-4%	14%	-16%
COc1ccc(/C=N/Nc2ccccn2)c(OC)c1OC	-7%	-5%	-2%	-3%	3%	-1.8%	?
COc1cc(/C=N\NC(=O)OC(C)(C)C)ccc1OC(=O)c1ccco1	-1%	4%	-8%	3%	0%	2.9%	6%[46 µM]
COc1cc(NC(=O)CSc2nccc(C)n2)c(C)cc1[N+](=O)[O-]	1%	14%	-3%	-6%	2%	0.0%	?
CCC1CCCCN1S(=O)(=O)c1ccc(C(=O)Nc2nnc(-c3cccs3)o2)cc1 (configuration not stated)	-21%	-3%[46.1 µM]	11µM*	2%	3%	1.0%	?
Cc1ccc(Cn2ncn(-c3ccccc3)c2=O)cc1	2%	-4%	8%[9.22 µM]	1%	-4%	-1.3%	0%[46 µM]
COc1ccc(C(=O)OCC(=O)c2ccc(C3CCCCC3)cc2)cc1	8%	11%[46.1 µM]	-19%	12%	2%	-3.4%	-8%
N=c1sccn1CC(=O)Nc1cccc(S(=O)(=O)N2CCCCCC2)c1	3%	-35%	-10%	11%	-2%	-0.2%	-13%[46 µM]
NC(=O)Cn1c(=O)oc2ccccc21	5%	-3%[46.1 µM]	-5%	15%[38.3 µM]	1%	2.5%	-3%
Cc1nonc1C(=O)N/N=C/c1cc2c(cc1Br)OCO2	10%	5%	5%[9.22 µM]	-6%	-16%	-2.8%	/
O=C(CSCCc1ccccn1)Nc1ccccn1	2%	-1%[46.1 µM]	?	-10%[38.3 µM]	0%	-1.9%	0%
CCn1cc(C(=O)N2CCN(c3ccc(OC)cc3)CC2)c(=O)c2cc(S(=O)(=O)N3CCCCC3)ccc21	?	-6%	0%	13%	-1%	-7.1%	?
C/C(CC1(O)/C(=N/O)CCc2nonc21)=N\O (configuration not stated)	6%	9%[46.1 µM]	-8%	-10%[38.3 µM]	0%	-0.9%	-4%
Cc1c(NC(=O)c2ccc(S(=O)(=O)N(C)c3ccccc3)cc2)c(=O)n(-c2ccccc2)n1C	-3%	8%	7%	20%	-2%	-0.4%	-1%[46 µM]
O=C(NC(=S)Nc1ccccc1)c1ccc(Br)o1	-2%	-27%	17%	4%	-2%	-0.1%	-7%[46 µM]
C=CCc1cccc2cc(C(=O)N(C)C)c(=O)oc12	4%	-6%[46.1 µM]	6%	2%[38.3 µM]	-3%	1.7%	2%
Cc1cc(N2CCN(c3cccc(C(F)(F)F)c3)CC2)n2ncnc2n1	-1%	-23%[46.1 µM]	-18%	17%[38.3 µM]	0%	0.0%	-4%
